# NR2F2 inh = inhibitors of human COUP-TFII (NR2F2); HEK293T NGFI-A luciferase reporter, luminescence; inhibition, % at 8.6 µM; AID 686940; 370,000 tested, 0.7% active; P24468;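 active = inhibition above a per-plate cutoff, mean inhibition of test wells between control levels plus 3 SD, cut at about 38% in these data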;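 note: cells cotransfected with COUP-TFII expression vector driving the NGFI-A reporter; 0% = median of COUP-TF2 test wells and 100% = reporter-only cells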
# SRC2 inh = human SRC2 (NCOA2) inhibition | Q15596 | 370,000 tested, 0.17% active | inhibition, % at 9 µM | HEK293 GAL4-SRC2 luciferase reporter, luminescence | AID 651957;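 active = inhibition above the mean inhibition of all tested compounds plus 3 SD, set per campaign, cut at about 52% in these data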;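 note: 0% = DMSO treated cells and 100% = cells given Gossypol at 36 µM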
# Target sequence (Q15596 whole entry, looked up, the tested form may be a part): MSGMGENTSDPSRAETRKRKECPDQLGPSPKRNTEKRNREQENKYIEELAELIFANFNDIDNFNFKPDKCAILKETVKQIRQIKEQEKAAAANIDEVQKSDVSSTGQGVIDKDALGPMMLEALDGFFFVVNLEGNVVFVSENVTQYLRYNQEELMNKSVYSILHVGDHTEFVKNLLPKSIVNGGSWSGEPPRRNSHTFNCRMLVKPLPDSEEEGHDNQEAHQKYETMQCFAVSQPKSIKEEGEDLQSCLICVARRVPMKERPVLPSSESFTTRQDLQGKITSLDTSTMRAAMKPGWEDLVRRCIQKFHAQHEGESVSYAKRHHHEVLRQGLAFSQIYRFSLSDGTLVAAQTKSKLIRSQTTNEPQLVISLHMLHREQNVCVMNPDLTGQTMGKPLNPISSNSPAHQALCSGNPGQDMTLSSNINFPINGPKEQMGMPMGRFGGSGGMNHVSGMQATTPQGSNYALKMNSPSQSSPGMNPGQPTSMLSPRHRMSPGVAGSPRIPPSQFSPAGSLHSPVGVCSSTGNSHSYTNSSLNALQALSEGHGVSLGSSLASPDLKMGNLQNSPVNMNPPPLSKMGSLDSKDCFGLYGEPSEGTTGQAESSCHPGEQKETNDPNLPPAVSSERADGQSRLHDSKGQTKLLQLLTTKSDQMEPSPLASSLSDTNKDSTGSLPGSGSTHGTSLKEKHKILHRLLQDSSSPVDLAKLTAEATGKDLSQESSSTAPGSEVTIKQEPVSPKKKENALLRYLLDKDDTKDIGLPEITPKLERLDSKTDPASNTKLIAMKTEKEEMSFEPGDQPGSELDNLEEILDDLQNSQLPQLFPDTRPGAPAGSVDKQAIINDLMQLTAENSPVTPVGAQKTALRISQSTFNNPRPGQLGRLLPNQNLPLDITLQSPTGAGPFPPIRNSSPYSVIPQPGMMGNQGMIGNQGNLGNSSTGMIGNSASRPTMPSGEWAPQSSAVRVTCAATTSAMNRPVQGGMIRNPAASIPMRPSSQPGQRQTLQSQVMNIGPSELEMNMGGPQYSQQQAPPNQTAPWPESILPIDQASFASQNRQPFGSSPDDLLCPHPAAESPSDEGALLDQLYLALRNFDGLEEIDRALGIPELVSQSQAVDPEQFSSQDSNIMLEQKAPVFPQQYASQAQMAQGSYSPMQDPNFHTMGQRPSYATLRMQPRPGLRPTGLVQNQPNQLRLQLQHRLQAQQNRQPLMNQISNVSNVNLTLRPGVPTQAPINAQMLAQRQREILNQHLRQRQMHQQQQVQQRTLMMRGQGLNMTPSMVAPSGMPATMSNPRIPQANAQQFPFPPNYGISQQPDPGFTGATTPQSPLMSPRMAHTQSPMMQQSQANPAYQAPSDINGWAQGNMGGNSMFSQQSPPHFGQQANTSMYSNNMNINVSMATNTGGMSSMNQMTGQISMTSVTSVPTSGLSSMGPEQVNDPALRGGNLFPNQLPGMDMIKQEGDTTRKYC
# An asterisk follows results filed as active. These rows are one share of the data (hit frequency here may not be typical).
mol	NR2F2 inh	SRC2 inh
O=C(NC1CCCCN(Cc2cccc(C(F)(F)F)c2)C1=O)c1ccc(F)cc1 (stereo not given)	24.4	-19.1
Cc1ccccc1CS(=O)(=O)Cc1ccc(C(=O)Nc2c(C)cccc2C)o1	16.2	-17.7
O=C(Cn1cnc2ccccc2c1=O)N1CCN(Cc2ccc(F)cc2)CC1	-7.8	-23.5
C[C@H]1CN([C@@H](C)CO)C(=O)CCCn2cc(nn2)CO[C@@H]1CN(C)C(=O)c1ccc2ccn(C)c2c1	-5.6	-0.6
C=CCN1C(=O)[C@@H](CC(=O)NCCc2ccccc2OC)[C@]2(C(=O)OC)CCCCC=C12	0.7	10.5
COc1nccnc1NS(=O)(=O)c1ccc(N=Cc2c(C)[nH]n(-c3ccc(Cl)cc3)c2=O)cc1	3.8	-39.4
Cc1ccccc1NC(=O)OC1CCC12CCCCC2 (stereo not given)	-9.5	-17.7
Cc1ccc(NC(=S)NNC(=O)CSc2nc3sc4c(c3c(=O)n2-c2ccccc2)CCCC4)cc1	5.3	-27.1
CC(C)=CCC/C(C)=C/CN1CC(=O)N2[C@H](C[C@@]3(n4ccc5ccccc54)c4ccccc4N(S(=O)(=O)c4ccccc4)[C@@H]23)C1=O	-3.0	14.0
COCCCN1C(=O)[C@H](CC(=O)N2CCCCC2)[C@]2(C(=O)OC)CCCCC=C12	-17.1	-8.5
COC(=O)[C@]12C[C@H](CC(=O)NCc3cccs3)C(=O)N(Cc3cccc4ccccc34)C1=C[C@H](C(C)C)O[C@@H]2C1CC1	1.2	24.5
CCCCCCCCN1C(=O)[C@@H](CC(=O)NCC2CCCCC2)C[C@@]2(C(=O)OC)C1=C[C@H](COCc1ccccc1)O[C@@H]2C	13.0	5.2

# Full records from above. Order of screens: NR2F2 inh | SRC2 inh
# Entry for Cc1ccccc1CS(=O)(=O)Cc1ccc(C(=O)Nc2c(C)cccc2C)o1 → 16.2 | -17.7
# Entry for COCCCN1C(=O)[C@H](CC(=O)N2CCCCC2)[C@]2(C(=O)OC)CCCCC=C12 → -17.1 | -8.5

# Returning to the listing, repeating the 4 entries before the break.
mol	NR2F2 inh	SRC2 inh
CC(C)=CCC/C(C)=C/CN1CC(=O)N2[C@H](C[C@@]3(n4ccc5ccccc54)c4ccccc4N(S(=O)(=O)c4ccccc4)[C@@H]23)C1=O	-3.0	14.0
COCCCN1C(=O)[C@H](CC(=O)N2CCCCC2)[C@]2(C(=O)OC)CCCCC=C12	-17.1	-8.5
COC(=O)[C@]12C[C@H](CC(=O)NCc3cccs3)C(=O)N(Cc3cccc4ccccc34)C1=C[C@H](C(C)C)O[C@@H]2C1CC1	1.2	24.5
CCCCCCCCN1C(=O)[C@@H](CC(=O)NCC2CCCCC2)C[C@@]2(C(=O)OC)C1=C[C@H](COCc1ccccc1)O[C@@H]2C	13.0	5.2
CC(=O)Nc1ccc(S(=O)(=O)NCC2CCC(C(=O)NCCCOC(C)C)CC2)cc1 (stereo not given)	-8.0	-15.2
CC(C)N(c1cc(=O)nc2ccccn12)C(C)C	-4.8	20.8
COc1cccc(N)c1	-5.9	-33.9
Brc1ccc(CN2CCN(c3ncc(Cc4ccccc4)cn3)CC2)cc1	19.5	14.6
CCOC(=O)N1CCN(C(=O)C[C@H]2C[C@@]3(C(=O)OC)C(=C[C@H](C4CCCC4)O[C@@H]3C)N(Cc3ccccc3)C2=O)CC1	15.5	-2.2
COC(=O)c1ccc(Cn2ccc3ccc(-c4ccc5ccn(C(=O)c6ccccc6C)c5c4)cc32)cc1	8.3	3.1
CCCN1CCCCC(NC(=O)c2ccccc2OC)C1=O (stereo not given)	-9.9	8.7
c1ccc(Cn2c(SC3CCCCC3)nnc2-c2cccnc2)cc1	20.4	5.3
COc1ccccc1N1CCN(C(=O)c2ccc3c(c2)nc(C)n3-c2cc(OC)c(OC)c(OC)c2)CC1	-23.6	2.3
COC(=O)[C@]12C[C@H](CC(=O)NCC34CC5CC(CC(C5)C3)C4)C(=O)N(CCC3=CCCCC3)C1=C[C@H](C(C)C)O[C@@H]2C1CC1	11.9	8.7
CN(CCOC(=O)c1occ2ccccc12)C1CN(Cc2cn(Cc3ccccc3Cl)nn2)S(=O)(=O)C1 (stereo not given)	-4.9	13.1
COC(=O)C1=C(C)N(Cc2ccc(C(F)(F)F)cc2)C(=NCc2ccc(OC)cc2)NC1c1ccccc1C(F)(F)F (stereo not given)	20.8	30.2
CN(C(=O)[C@@H](C1CC1)[C@@H](O)c1ccc2ccccc2c1)c1ccccc1	8.1	8.5
COC(=O)[C@]1(Cc2ccccc2)NC=C(C(=O)c2ccccc2)[C@@H]1c1cccc(OC)c1	-2.6	17.5
Nc1nc2c(ncn2[C@@H]2O[C@H](C(=O)NCCCc3ccccc3)[C@@H](O)[C@H]2O)c(=O)[nH]1	-17.3	-14.6
CCn1c2ccccc2c2cc(NC(=O)COC(=O)c3ccc(C)cc3)ccc21	10.9	10.7
Cc1cccc(CCNC(=O)c2ccc3c(c2)ncn3C2CCCCC2)c1	-10.3	-1.9
COC(=O)[C@]12C[C@H](CC(=O)NCCc3ccccc3OC)C(=O)N(Cc3ccccc3)C1=C[C@H](C1CCCC1)O[C@@H]2C	8.2	-9.9
Cc1cc(=O)[nH]c(SCC(=O)Nc2ccc(F)cc2F)n1	11.0	12.1
COc1ccc(OC)c(-n2c(=S)[nH]c3cc(C(=O)NCCCN4CCCC4=O)ccc3c2=O)c1	2.8	15.0
COC(=O)[C@]12C[C@H](CC(=O)NCc3cccc4ccccc34)C(=O)N(Cc3ccccc3)C1=C[C@H](COCc1ccccc1)O[C@@H]2C	7.9	6.8
O=C(CSc1nc2[nH]ncc2c(=O)[nH]1)Nc1nccs1	0.4	-12.4
COC(=O)c1cn(NC(=O)/C=C/c2cccc(OC)c2OC)c(=O)c2ccccc12	-11.8	-3.3
C=CCN=C1NC(c2ccc(Cl)cc2)C(C(=O)OC)=C(C)N1C (stereo not given)	4.9	-6.3
Cn1cccc1C(=O)N1CCN(S(=O)(=O)c2cccc3ccccc23)CC1	-5.5	-5.5
COC(=O)[C@H]1[C@@H](O)[C@@]2(O)c3c(OC)cc(OC)cc3O[C@@]2(c2ccc(OC)cc2)[C@@H]1c1ccc(F)cc1	84.3*	62.5*
CCOC(=O)N1CCN(C(=O)C[C@H]2C(=O)N(Cc3ccc(OC)cc3)C3=CCCC[C@@]32C(=O)OCC)CC1	14.5	-0.1
CCCCCCN(C(=O)CCCCCN1C(=O)NC(c2ccc(Cl)cc2)C(C(=O)OCc2ccccc2)=C1C)C(C(=O)NCCCC)c1ccc(OCC(=O)OC)c(C(=O)OC)c1 (stereo not given)	-18.1	-26.9
Cc1ccc(-n2c(SCC(=O)Nc3ccc(S(=O)(=O)Nc4nccs4)cc3)nnc2-c2ccncc2)cc1	3.9	1.9
COC(=O)C1CN(C2CCCC2)CCS(=O)(=O)N1Cc1ccccc1 (stereo not given)	2.1	-5.7
c1cncc(Oc2ccc(NCCc3c[nH]c4ccccc34)cc2)c1	15.9	-9.8
N#Cc1cccc(NC(=O)OC2CCC23CCC(c2ccccc2)CC3)c1 (stereo not given)	9.6	4.9
C[C@@H]1ON(C)[C@H]2C[C@H]3c4[nH]c5c(-c6cccc(Cl)c6)cccc5c4CCN3C(=O)[C@@H]12	4.3	19.7
N#CCC[C@H]1CC[C@]2(CCCN(C(=O)C3CCCC3)C2)O1	4.9	-13.5
Cc1[nH]c2ccccc2c1CC(=O)Nc1ccc(N(C)c2cccnc2)c(-c2cccc(Cl)c2)c1	-3.4	19.2
CC(=O)OCC(=O)N1CCN(C(=O)C(=O)c2cccc(C(F)(F)F)c2)CC1	5.5	-6.6
O=C(COCc1ccccc1)N1CC[C@H]2[C@H](CCCN2Cc2cc(F)cc(F)c2)C1	-3.3	4.2
Cc1ccccc1CNC(=S)OC1CCC12CCC(c1ccccc1)CC2 (stereo not given)	-22.9	1.8
COc1ccc(S[C@]2(C(=O)N3CCN(c4ncccn4)CC3)CC(=O)N(C(=O)C3CC3)[C@@H]2c2ccc(OC)cc2)cc1	10.0	14.0
O=C(OC12CCCN(C1)/C(=C/c1ccc(Cl)cc1)C2)c1ccccc1 (stereo not given)	25.7	-3.3
COc1ccc(N2CCN(CCNS(=O)(=O)c3c(C(C)C)cc(C(C)C)cc3C(C)C)CC2)cc1	13.4	10.7
CCC(=O)N1CCc2cc(Br)c(S(=O)(=O)N3CCC(C(=O)NC(C)(C)C)CC3)cc21	10.0	-13.7
CCOC(=O)Cn1cc(CN2CCS(=O)(=O)N(Cc3ccc(C)cc3)C(C(=O)OC)C2)nn1 (stereo not given)	-23.2	-1.4
CCOC(=O)N1CCN(Cc2ccc(O)c3ncccc23)CC1	3.7	-36.4
Nc1ccn([C@@H]2O[C@H](C(=O)N[C@H](Cc3ccccc3)C(=O)NCC(F)(F)F)[C@@H](O)[C@H]2O)c(=O)n1	-6.1	10.4
COC(=O)[C@]12C[C@H](CC(=O)N3CCN(C(=O)C4CC4)CC3)C(=O)N(Cc3ccccc3)C1=C[C@H](COCc1ccccc1)O[C@@H]2C	8.1	-1.4
CCOC(=O)C1=CCN(S(=O)(=O)c2ccc(Cl)cc2)C1c1ccc(Cl)c(Cl)c1 (stereo not given)	24.9	-0.5
CC(C)C[C@@H]1COc2cc(Br)ccc2S(=O)(=O)N1Cc1cn(CC2CCCCC2)nn1	-1.1	15.9
CC/C(=C/c1sc2ccc(C)cc2[n+]1CCCS(=O)(=O)[O-])SC	-0.8	13.6
Cc1ccccc1NC(=O)C[C@H]1CC[C@H]2[C@@H](COc3ccc(NC(=O)Nc4ccccc4)cc3C(=O)N2C)O1	2.1	-8.7
Nc1[nH]c(C(=O)c2ccc(Cl)cc2)c(-c2ccc(Br)cc2)c1C(=O)NCc1ccc(Cl)cc1Cl	-17.6	1.1
COC(=O)[C@]12C[C@H](CC(=O)NCc3ccc(C)o3)C(=O)N(Cc3ccccc3)C1=C[C@H](COCc1ccccc1)O[C@@H]2C	-4.9	7.9
CC(CNC(=O)[C@@H](Cc1ccccc1)NC(=O)[C@H]1O[C@@H](n2ccc(=O)[nH]c2=O)[C@H](O)[C@@H]1O)c1ccccc1 (stereo not given in full)	-11.4	10.7
COC(=O)c1cc2c(c3c4cc(C)ccc4n(S(=O)(=O)c4ccc(C)cc4)c13)C(=O)N(Cc1ccccc1)C2	-8.4	-16.4
CN1NC(=O)c2ccccc2NC1=S	4.5	-32.6
CC(C)CN1C(=O)C[C@]2(C(=O)N(C)c3ccc(NS(=O)(=O)C4CCCCC4)cc32)C1c1ccccc1 (stereo not given in full)	4.1	-1.9
C=CCN=C1NC(c2ccc(C(F)(F)F)cc2)C(C(=O)OC)=C(C)N1C (stereo not given)	7.2	-20.7
Cc1sc2nc(COC(=O)CNC(=O)c3ccc(F)cc3Cl)[nH]c(=O)c2c1C	7.7	-27.0
Cn1c(=O)cc(OCC(=O)N2CCN(c3ccccc3Cl)CC2)c2ccccc21	-12.1	-9.6
Cc1cc(C)cc(NC(=O)N2CCC(c3nc4ccc(Cl)cc4[nH]3)CC2)c1	18.0	1.2

# Marked active in NR2F2 inh, of those listed so far:
mol	NR2F2 inh	SRC2 inh
COC(=O)[C@H]1[C@@H](O)[C@@]2(O)c3c(OC)cc(OC)cc3O[C@@]2(c2ccc(OC)cc2)[C@@H]1c1ccc(F)cc1	84.3*	62.5*

# (list continues)
mol	NR2F2 inh	SRC2 inh
COC(=O)C1=C(C)N(Cc2ccccc2C(F)(F)F)C(=NCC2CC2)NC1c1cccc(Cl)c1 (stereo not given)	-27.1	23.9
COC(=O)[C@]12C[C@H](CC(=O)NCCC(C)C)C(=O)N(CCC3=CCCCC3)C1=C[C@H](C(C)C)O[C@@H]2C1CC1	1.6	-11.5
CC[C@]1(c2ccccc2OC)ON(c2ccccc2C(F)(F)F)C1=O	21.2	30.2
COC(=O)[C@]12C[C@H](CC(=O)N3CCC(c4ccccc4)CC3)C(=O)N(Cc3ccccc3)C1=C[C@H](COCc1ccccc1)O[C@@H]2C	8.4	-12.7
N#Cc1ccc(/C=C2\CC3(OC(=O)C4CCCCC4)CCCN2C3)cc1 (stereo not given)	3.6	-20.6
CCCCS(=O)(=O)N1CCCc2nc(-c3ccc(F)cc3)ccc21	-9.6	-27.7
CCOC(=O)C1=C(c2ccc(OC)cc2)C(=O)c2ccccc2C1=O	74.4*	73.8*
Cc1ccccc1CN1[C@@H](C)[C@H](c2ccccc2)Oc2cccc(N3CCCC(C)C3)c2S1(=O)=O (stereo not given in full)	-5.9	-24.0
Cc1ccc2cccc(OC(=O)c3cccnc3Oc3ccccc3)c2n1	2.0	-10.4
Cc1ccc(-c2nnc3n2N=C(c2ccc(-c4ccccc4)cc2)CS3)cc1	19.6	8.1
CCCCOCCCNC(=O)C[C@@H]1C(=O)N2CCCC3=C2[C@@]1(C(=O)OCC)CCC3	-2.0	9.4
N#Cc1cccc(-c2ccccc2C(=O)NC2CCCCN(Cc3ccc(Cl)cc3)C2=O)c1 (stereo not given)	16.5	-5.0
COC(=O)C1CN(Cc2ccccc2)CCS(=O)(=O)N1Cc1ccc(Cl)cc1 (stereo not given)	2.5	15.6
C[C@@H]1CN([C@H](C)CO)C(=O)c2cc(Br)cnc2O[C@H]1CN(C)C(=O)c1ccc(F)cc1	-15.0	0.0
Cc1nc2ccc(C(=O)N3CCN(C(=O)OCc4ccccc4)CC3)cc2n1C1CCCC1	12.9	14.2
C[C@H]1CN([C@@H](C)CO)C(=O)CCCn2cc(nn2)CO[C@@H]1CN(C)S(=O)(=O)c1cn(C)cn1	7.1	-19.7
CCn1c2ccccc2c2cc(NC(=O)COC(=O)c3cccc(F)c3)ccc21	-12.5	-4.5
COc1cccc(CNC(=O)[C@H]2CCCN2C(=O)[C@H]2CCCN2C(=O)c2cccc(OC)c2)c1	2.1	14.0
O=C(N[C@H](c1cccc(Br)c1)[C@@H]1CCCC=C1c1ccccc1)C(F)(F)F	13.6	4.1
